From PubChem
MITF TRPM1 inh = reduces MITF-dependent TRPM1 promoter luciferase signal | inhibition, % at 12.5 µM | SK-MEL-5 TRPM1 promoter luciferase, 24 h | AID 488899 | hit rate 0.83% among 330,000;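 active = mean inhibition across replicates of 60% or more, whatever share of single replicates reaches that level; inconclusive = some that reach 60%, reason not given; inactive = mean inhibition across replicates below 60%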; note: values of inactives mirror those of a sister screen read the other way
iPSC survival up = hiPSC single-cell survival enhancement; survival enhancement, % at 20 µM; hit rate 0.044% among 360,000; ATPlite luminescence; 100% = ROCK inhibitor wells, 0% = DMSO; in the data active = survival enhancement above about 18%;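 note: cells exposed to compounds for 16 hours before the ATP read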
Granule exo inh = lytic granule exocytosis inhibition | AID 651702 | inhibition, % at 10 µM | hit rate 0.66% among 360,000 | TALL-104 LAMP-1 surface exposure, flow cytometry; cells stimulated with thapsigargin and PMA;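 active = inhibition above about 55%, limit read from the data; inconclusive = no clear call, values can overlap the other calls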
HIF-2a inh = inhibitors of HIF-2a; 786-0 RCC cells HIF-2a reporter, luciferase luminescence, overnight; hit rate 0.72% among 360,000; AID 624352; inhibition, % at 18.8 µM;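 active = inhibition of the luminescence signal of 40% or more relative to plate controls, in a single-dose primary screen at 18.75 µM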
NR2E3 ag-1 = NR2E3 (human) agonism; GST-NR2E3/biotin-RetCOR TR-FRET, 1536-well; AID 2300; Q9Y5X4; hit rate 0.12% among 320,000; inhibition of corepressor binding, % at 4.78 µM;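 active = percent inhibition above the cutoff of mean plus 3 SD of all tested compounds, set per screening campaign, cut at about 20% in these data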;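 note: 0% = DMSO wells and 100% = biotin wells as full block of FRET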
Target sequence (Q9Y5X4 whole entry, looked up): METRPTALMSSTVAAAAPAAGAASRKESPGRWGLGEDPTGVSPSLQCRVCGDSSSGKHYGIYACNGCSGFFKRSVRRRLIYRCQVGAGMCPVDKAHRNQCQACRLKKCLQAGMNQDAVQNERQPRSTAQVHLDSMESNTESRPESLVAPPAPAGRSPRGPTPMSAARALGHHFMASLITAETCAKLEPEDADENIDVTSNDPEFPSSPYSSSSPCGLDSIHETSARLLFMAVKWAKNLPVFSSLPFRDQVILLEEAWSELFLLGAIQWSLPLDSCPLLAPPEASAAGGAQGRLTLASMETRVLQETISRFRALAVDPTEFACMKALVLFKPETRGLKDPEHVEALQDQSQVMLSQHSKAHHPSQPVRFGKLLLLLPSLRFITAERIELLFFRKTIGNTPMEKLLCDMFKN
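Material: NR2E3–RetCOR corepressor complex | Quantity: 1.35 nM GST-tagged NR2E3 final | Schedule: 5 h at 4 °C | Replication: Singlicate compound wells | Reagent: RetCOR corepressor, biotinylated, 7 nM | Controls: Biotin wells as high control, 0.6% DMSO wells as low control | Signal: TR-FRET, Eu(K)-anti-GST donor, streptavidin-D2 acceptor, ex 340, em 617/671 nm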
aDG glyco up = increases alpha dystroglycan glycosylation; Pro5-aDG cells, alpha-DG glycosylation AlphaScreen (IIH6); 0% Pro5, 100% B10-LARGE cell signal; activation, % at 10 µM; hit rate 0.22% among 360,000; AID 624168;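 active = activation of at least 8% versus controls, or a plate z-score of at least 8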;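 note: Pro5 are CHO cells carrying HIG-tagged alpha-DG that lacks glycosylation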
CaV13 FRET inh = Primary screen for inhibitors of IQ motif and Ca2+-dependent inactivation inhibitor domain binding in CACNA1D, Förster resonance energy transfer in living cells, …; inhibition, % at 12.3 µM; HEK cells, CFP/YFP FRET ICDI-IQ, plate reader, 10 min; percent FRET-ratio fall versus neutral wells; hit rate 0.098% among 340,000;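 active = mean replicate inhibition of at least 30% and at least 1% of replicates passing that level; inconclusive = only one of the two criteria is met; inactive = neither criterion is met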;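 note: 0% = median of the neutral control wells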
Peg3 prom inh = inhibitors of Peg3 promoter. hit rate 1.7% among 360,000. HeLa PEG-Prom luciferase reporter, luminescence, overnight. AID 588405. inhibition, % at 20 µM;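 active = inhibition of at least 50% at 20 µM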
NR2E3 ag-2 = agonists of human NR2E3 nuclear receptor; CHO-S Gal4-NCOR/VP16-NR2E3 two-hybrid, luciferase; inhibition of corepressor binding, % at 3.98 µM; hit rate 0.35% among 360,000; AID 602229;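 active = inhibition above the mean of all tested compounds plus 3 SD, cut at about 70% in these data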;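 note: 0% = DMSO with NR2E3 transfected cells and 100% = cells lacking NR2E3 construct; higher means lower luciferase signal from less NR2E3 corepressor binding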
PDI turbidity = blocks human protein disulfide isomerase activity; AID 588391; P07237; inhibition, % at 10 µM; hit rate 0.052% among 350,000; PDI insulin aggregation turbidity, A650, 90 min;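 active = mean inhibition across replicates of 30% or more, whatever share of single replicates reach that level; inconclusive = mean inhibition below 30% while every single replicate reaches 30%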;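 note: absorbance from insulin aggregation driven by PDI reduction with DTT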
Target sequence (P07237 whole entry, looked up): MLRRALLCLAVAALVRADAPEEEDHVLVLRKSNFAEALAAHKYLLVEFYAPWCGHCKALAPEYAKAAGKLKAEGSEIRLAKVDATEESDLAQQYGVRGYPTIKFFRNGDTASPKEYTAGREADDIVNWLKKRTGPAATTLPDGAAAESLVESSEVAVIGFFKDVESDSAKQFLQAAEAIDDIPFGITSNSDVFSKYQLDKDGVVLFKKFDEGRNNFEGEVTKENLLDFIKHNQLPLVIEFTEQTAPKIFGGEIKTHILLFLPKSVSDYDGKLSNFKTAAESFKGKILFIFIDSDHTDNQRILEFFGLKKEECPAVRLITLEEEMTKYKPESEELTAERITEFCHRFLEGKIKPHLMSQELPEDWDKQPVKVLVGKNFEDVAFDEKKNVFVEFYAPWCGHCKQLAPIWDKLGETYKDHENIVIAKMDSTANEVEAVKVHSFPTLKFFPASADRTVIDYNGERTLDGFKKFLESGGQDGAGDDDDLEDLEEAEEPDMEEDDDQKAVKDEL
Vif inh = blocks HIV Vif function; HEK293T cells, Vif self-association by quenched fluorescence, imaging, 24 h; inhibition, % at 7.49 µM; AID 602346; hit rate 0.35% among 340,000; in the data active = inhibition above about 50%, passing the limit was not always enough; inconclusive = no clear call, values can overlap the other calls; inactive = below about 31%; note: some results filed as inactive read as strong as hits
* hit, by the source's call; ? = inconclusive; / = no result given. Compounds as they come. Share with any hit: about 3.5%.

SMILES	MITF TRPM1 inh	iPSC survival up	Granule exo inh	HIF-2a inh	NR2E3 ag-1	aDG glyco up	CaV13 FRET inh	Peg3 prom inh	NR2E3 ag-2	PDI turbidity	Vif inh
CC1(C)Cc2c(C#N)c(SCC(=O)c3ccccc3)nc(N3CCOCC3)c2CO1	-11	-0.2	-4	6	1	-0.5	-6	37	-1	-3	/
Cc1ccc(S(=O)(=O)NN2C(=O)c3ccccc3NC2c2ccccc2O)cc1 (stereo unspecified)	-4	-0.5	-4	6	3	0.0	-3	12	-14	2	7
NC(N)=NN=C1CCC(c2ccccc2)CC1 (stereo unspecified)	9	-0.4	7	-2	-1	-0.2	-3	-10	17	5	-8
CCOCCCNC(=O)CN1C(=O)COc2ccc(S(=O)(=O)N3CCCCCC3)cc21	-9	0.3	-1	-5	2	0.0	-2	-11	-6	0	0
CN1C(=O)/C(=C/c2ccccc2OCc2cccc(F)c2)NC1=S	-1	10	-2	15	0	0.3	-1	1	-10	-6	-15
CSC1=NCCN1C(=O)Cc1ccc(Cl)cc1	-7	2.5	2	-17	-3	0.0	-2	-23	-22	/	21
CC(=O)Oc1c(-c2ccc(Br)o2)oc2ccccc2c1=O	0	0.0	4	12	5	-0.3	-12	17	-39	3	-4
CC(C)(C)OC(=O)CNC(=O)c1[nH]cnc1C(=O)Nc1ccc(Cl)cc1	-3	0.6	-7	3	-2	0.0	-10	5	-4	-2	-14
CCCc1c(C(=O)Nc2ccc(OC)cc2)cnn1-c1ccccc1	-5	-0.2	8	-93	3	0.1	-4	-23	-11	2	-4
C/C(=N/NC(=O)c1ccc2c(c1)OCO2)c1cccc([N+](=O)[O-])c1	-126	-0.5	0	-221	2	0.0	-3	-320	-65	6	1
Cc1c(F)cccc1NC(=O)CCCCCC1NC(=O)NC1C (stereo unspecified)	-3	-0.7	-19	-27	97*	-0.6	-1	15	-6	-2	0
CSc1nc(N)nc2c1ncn2CC(=O)NCC1CCCO1 (stereo unspecified)	6	1.8	-2	4	/	0.2	-9	7	-30	-1	3
CCOc1ccc(NC(=O)Nc2cccn(Cc3ccccc3)c2=O)cc1	-13	-0.1	0	-118	3	1.8	-4	-82	-25	2	/
COCc1nnc(NC(C)=O)s1	3	0.8	0	8	4	0.0	-4	2	-11	7	-1
C(=N\Nc1nc2ccccc2[nH]1)/c1ccc2c(c1)OCCO2	3	-0.7	14	-75	-2	0.0	-2	-131	-91	6	-2
O=C(Nc1ccccc1F)c1ccncc1	5	-3.4	7	8	3	-0.1	-5	-9	-18	-17	30
O=C(O)c1ccc(/C=N/NC(=O)c2ccc(Br)cc2)cc1	7	1.8	3	15	-1	0.0	-5	-5	-11	-9	-2
Cc1ccc(-n2c(=O)c3sccc3n(Cc3cc(=O)n4ccccc4n3)c2=O)cc1	-15	2.2	1	-1	-1	-0.3	-3	21	20	2	21
C[C@H](NC(=O)c1nc[nH]c1C(=O)NC1CCNCC1)C(=O)OC(C)(C)C	-2	-3.6	0	12	-1	-0.1	-8	-2	-4	1	-5
C=CCn1c(SCC(=O)c2cc(C)n(C(C)COC)c2C)nc2sc(C)c(C)c2c1=O (stereo unspecified)	-6	-0.7	3	-20	3	0.3	-5	-10	-28	9	-8
Cn1nnnc1SCC(=O)Nc1ccccc1Br	-10	0.3	4	1	2	-0.3	/	4	-43	-5	16
CC(C)C1=NN2C(=N)CC(=O)N=C2S1	3	-0.5	-2	0	4	0.1	-9	0	-24	-3	3
COc1ccccc1CCNC(=O)CNC(=O)c1ccc2ccccc2c1	2	-0.3	16	-34	4	-0.2	-3	-2	-7	-2	-9
Cc1sc2nc(SCC(=O)NCCO)n(-c3ccccc3)c(=O)c2c1C	-2	1.5	-1	9	-1	0.0	-4	18	-3	8	-3
NS(=O)(=O)c1ccc(NC(=O)c2ccc3nccnc3c2)cc1	6	-0.5	-6	17	0	-0.1	-20	-6	3	-39	/

Continued.
SMILES	MITF TRPM1 inh	iPSC survival up	Granule exo inh	HIF-2a inh	NR2E3 ag-1	aDG glyco up	CaV13 FRET inh	Peg3 prom inh	NR2E3 ag-2	PDI turbidity	Vif inh
O=C1CN(C(=O)COC(=O)c2cc(Cl)ccc2[N+](=O)[O-])c2ccccc2N1	/	5.5	-3	4	/	0.0	-16	5	5	-2	/
O=C(CSc1nc2ccc(N3CCOCC3)cc2c(=O)n1CCc1ccccc1)NCC1CCCO1 (stereo unspecified)	-8	-0.6	-1	-48	-6	-0.2	-3	-27	-18	1	-2
CN(c1ccc(OCC(=O)OCC(=O)Nc2ccccc2F)cc1)S(=O)(=O)c1cccs1	-12	2.2	4	24	5	-0.1	-6	5	-42	0	6
COC1=C/C(=C/c2c(N)n3nc(CC(=O)N4CCOCC4)sc3nc2=O)C=CC1=O	0	-0.3	5	3	0	-0.2	-15	11	15	2	7
NCCOc1ccccc1Cc1ccccc1	-3	-2.0	-1	9	-1	0.3	/	-6	-23	18	6
Cc1c(C(=O)NC(=S)NCC(C)C)oc2ccccc12	-92	3.0	-3	-238	-4	0.1	-3	-251	-27	0	7
COc1ccc(C(C)=O)cc1CSc1nc2ccccc2c(=O)n1-c1cccc(C)c1	-4	-0.5	4	7	-1	0.8	-9	36	-21	-1	-18
CCOC(=O)c1cnc2c(C(F)(F)F)cccc2c1N1CCOCC1	12	-3.9	-2	12	-2	-0.3	/	0	8	-7	-2
CC(C(=O)NC1CCCC1)N(C(=O)Cn1nnc(-c2ccc(F)cc2)n1)c1ccccc1F (stereo unspecified)	-2	-0.5	5	4	4	-0.2	-3	57*	3	4	4
COC(=O)c1ccc(-n2c(C)cc(-c3csc(NC(=O)c4ccc(S(=O)(=O)N(C)C)cc4)n3)c2C)cc1	-8	0.0	-7	8	-3	11*	-3	-4	-9	-6	-2
COC(=O)c1c(C)[nH]c(C(=O)/C=C/c2ccccc2)c1C	-73	-2.9	-4	-246	2	0.5	-8	-240	-101	0	-5
O=C(NNC(=O)c1cc2cc3ccccc3nc2s1)c1cccc(Cl)c1	8	0.9	-5	9	0	0.3	-7	-4	-4	1	-3
CCS(=O)(=O)c1ccc2c(c1)N(S(C)(=O)=O)CC(C(=O)NCCOC)O2 (stereo unspecified)	0	0.0	-3	14	3	0.0	-5	5	14	-13	0
COc1ccc(NC(=O)NC2(C)CCS(=O)(=O)C2)cc1 (stereo unspecified)	1	1.4	-4	2	/	0.0	-2	-60	0	3	16
Cc1cc(C)c(S(=O)(=O)c2cccc(C)c2C)c(=O)[nH]1	-9	-0.5	8	14	-3	-0.1	-4	-1	-36	-5	-5
CC(=O)n1cc(C2CC(=O)OC3=C2CC(=O)C(C)(C)C3)c2ccccc21 (stereo unspecified)	/	-4.4	-2	14	/	-0.1	-7	1	-22	-10	3
Cc1ccc(C(=O)OCc2cn(-c3ccccc3)nn2)cc1	-15	0.3	-2	-6	0	0.1	-7	-11	-1	1	-11
Nc1ccc(C(=O)NC23CC4CC(CC(C4)C2)C3)cc1	5	0.9	3	23	1	-0.1	-1	-6	-4	2	-4
COC(=O)c1sccc1-n1cccc1C(=O)C(=O)Nc1ccc(F)cc1	2	0.1	0	10	4	0.4	-2	15	-20	-4	0
Cc1ccc(C(=O)NC(N(C)C)C(Cl)(Cl)Cl)cc1 (stereo unspecified)	9	1.1	13	-12	2	-0.1	-15	0	22	-6	3
CC(=O)C[C@H](O)CC(=O)[C@H]1OC(=O)CCCCCc2ccccc21	1	-0.5	3	-3	/	-0.3	-6	-1	-7	-8	1
CC1CN(c2ccccc2)CCN1Cc1nc(Cc2ccccc2)no1 (stereo unspecified)	-8	-1.1	-2	-2	-2	0.1	-5	6	11	2	-9
Cc1ccccc1OCC(=O)N/N=C/c1ccco1	-2	-3.9	-2	-19	-3	0.0	-4	-11	-18	15	12
Cc1ccc(C)n1-c1ncn[nH]1	10	1.5	-1	7	-2	-0.1	-4	-1	-14	-1	?
Cc1csc2nc(CNS(=O)(=O)c3ccc4c(c3)CCCC4)cn12	-1	-0.7	-16	-4	2	-0.1	-8	-6	24	/	-5

The list continues.
SMILES	MITF TRPM1 inh	iPSC survival up	Granule exo inh	HIF-2a inh	NR2E3 ag-1	aDG glyco up	CaV13 FRET inh	Peg3 prom inh	NR2E3 ag-2	PDI turbidity	Vif inh
CC(CN(C)Cc1nc(Cc2cccc(C(F)(F)F)c2)no1)CN1CCCC1 (stereo unspecified)	-1	0.7	2	10	3	0.7	-4	7	-20	1	-7
COc1ccccc1NC(=O)Cc1nnc(SCC(=O)NC2CCCCC2C)n1C (stereo unspecified)	7	0.9	-6	8	2	0.0	-7	24	-27	3	10
CCOC(=O)CNC(=O)C1Cc2ccccc2CN1S(=O)(=O)c1cccs1 (stereo unspecified)	11	-1.3	-1	2	-1	-0.2	-1	3	11	-11	-12
O=C(O)CCN1C(=O)c2ccc(NC(=O)Cc3ccc(Cl)cc3)cc2C1=O	16	-0.2	1	17	1	0.1	1	16	-14	4	-6
CCN1CCc2c(sc(NC(=O)C3CCCCC3)c2C(=O)OC)C1	-8	1.1	3	1	1	0.1	-6	-21	-8	/	-12
Cc1cc(C)n(CC(=O)NCc2ccccc2)c(=O)c1C#N	2	-0.5	-3	13	2	-0.1	-1	12	19	11	1
COc1ccc(S(=O)(=O)NCCSCc2ccccc2C)cc1Br	-10	5.1	-3	3	-4	-0.1	-5	-2	-1	5	-13
Cc1ccc(C(=O)COC(=O)CNS(=O)(=O)c2ccccc2)cc1[N+](=O)[O-]	-8	2.5	-10	12	-2	-0.2	0	7	3	0	42
Cc1cc(N)n2nc(-c3ccc(C(C)(C)C)cc3)cc2n1	-15	-4.4	3	-119	3	0.5	/	-137	-157	6	/
O=C(CSc1nc2ncccc2[nH]1)Nc1c(F)cc(F)cc1Br	1	-0.2	-3	5	-4	0.1	-4	-15	17	6	-4
CC(=O)c1c(C)c2c(n1CCN(C)C)CCCC2	-7	-0.9	-5	20	-3	-0.3	-1	11	-63	-3	/
CCN(CC)CCn1c(=N)n(CC(O)COc2ccccc2)c2ccccc21 (stereo unspecified)	3	-0.9	8	4	2	0.0	-5	2	-2	1	4
O=C(O)c1nccnc1C(=O)Nc1ccc(Cl)cc1Cl	10	2.9	1	11	-1	-0.1	-18	-4	-23	3	-14
CSCC[C@H](NC(=O)c1cccc(S(=O)(=O)N2CCCCCC2)c1)c1nc2ccccc2[nH]1	-2	-3.1	34	8	/	-0.1	-15	13	-39	-3	6
CCc1nn(CC(=O)N2CCC(C(N)=O)CC2)c(=O)c2cc3occc3n12	2	-0.4	-5	8	0	-0.1	-3	-2	8	-4	0
